Bioassay records (PubChem BioAssay)
DDE Tn7 FP inh – inhibitors of Tn7 peptide binding to human fibrin DD(E); P02675; FP displacement of FITC-Tn7 peptide from fibrin DD(E); 0% = median of compound wells per plate; inhibition, % at 8.3 µM; 0.13% of 370,000 active;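 active = inhibition above the mean of compounds falling within the control limits plus 3 SD of them, cut at about 14% in these data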;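 also: 0% = plate median of compound wells and 100% = 10 µM Aha-Tn7 peptide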
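assay system = human clot-derived fibrin DD(E) complex | quantity = Fibrin-DD(E) at 2 µM final | timing = 10 min preincubation, 3 h with tracer, room temperature | signal = fluorescence polarization | measure = percent inhibition | benchmarks = high control wells with 10 µM unlabelled Aha-Tn7 peptide (full inhibition) | replicates = singlicate testing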
ARFGAP1 inh – inhibits rat ARF GTPase activating protein 1 | Q62848 | Arfgap1-stimulated ARF1 GTP hydrolysis, GDP FP detection | inhibition, % at 16.5 µM | 0.26% of 360,000 active | AID 651572;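 active = inhibition above a per-plate limit, mean inhibition of low control wells plus 3 SD, cut at about 25% in these data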;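 also: 0% = DMSO wells with enzyme and 100% = wells lacking Arfgap1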
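System: truncated rat Arfgap1 GAP domain / Benchmarks: high control wells lacking Arfgap1, low control full reaction with DMSO / Times: compound-enzyme preincubation 20 min, reaction 120 min, detection 60 min, 25 °C / Repeats: one replicate per compound / Also added: human ARF1(Δ1-17)-GTP substrate / Measured by: Tracer-displacement fluorescence polarization with EDTA stop, 620/688 nm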
ASAP1 GAP inh – ASAP1 ArfGAP inhibition | inhibition, % at 16.5 µM | 0.19% of 360,000 active | ASAP1-stimulated ARF1 GTP hydrolysis, GDP FP detection; in the data active = inhibition above about 25%;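 also: 0% = vehicle with enzyme and substrate and 100% = no enzyme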
NR1D1 modulator – modulators of human Rev-erb alpha DNA binding | P20393 | Rev-erbα–FITC-DNA binding, fluorescence polarization, 90 min | activity, % at 10 µM | 0.79% of 370,000 active | AID 1259318;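 active = activity above about 14%, limit read from the data; passing the limit was not always enough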;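 also: 0% = DMSO wells with 35 nM protein and 100% = DMSO wells with 750 nM protein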
Tn6 DDE FP – DD(E)-Tn6 binding inhibition, primary FP screen. P02675. Fibrin DD(E) TRITC-Tn6 fluorescence polarization displacement. inhibition, % at 8.3 µM. 0.21% of 370,000 active. AID 720509;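 active = inhibition above a per-campaign cutoff: mean of compounds within control limits plus 3 SD, cut at about 15% in these data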;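 also: 0% = median of all compound wells on the plate and 100% = blocking peptide control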
UHRF1 MBD2 ctr – human UHRF1 methylated DNA binding inhibitors; AID 687016; Q96T88; inhibition, % at 4.4 µM; 0.75% of 370,000 active; UHRF1 binding to methylated oligo, TR-FRET; in the data active = inhibition above about 21%;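 also: UHRF1 SRA domain binding a hemimethylated CpG hairpin DNA probe; 0% = median of test compound wells and 100% = reference inhibitor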
Target sequence (Q96T88 whole entry, looked up, the tested form may be a part): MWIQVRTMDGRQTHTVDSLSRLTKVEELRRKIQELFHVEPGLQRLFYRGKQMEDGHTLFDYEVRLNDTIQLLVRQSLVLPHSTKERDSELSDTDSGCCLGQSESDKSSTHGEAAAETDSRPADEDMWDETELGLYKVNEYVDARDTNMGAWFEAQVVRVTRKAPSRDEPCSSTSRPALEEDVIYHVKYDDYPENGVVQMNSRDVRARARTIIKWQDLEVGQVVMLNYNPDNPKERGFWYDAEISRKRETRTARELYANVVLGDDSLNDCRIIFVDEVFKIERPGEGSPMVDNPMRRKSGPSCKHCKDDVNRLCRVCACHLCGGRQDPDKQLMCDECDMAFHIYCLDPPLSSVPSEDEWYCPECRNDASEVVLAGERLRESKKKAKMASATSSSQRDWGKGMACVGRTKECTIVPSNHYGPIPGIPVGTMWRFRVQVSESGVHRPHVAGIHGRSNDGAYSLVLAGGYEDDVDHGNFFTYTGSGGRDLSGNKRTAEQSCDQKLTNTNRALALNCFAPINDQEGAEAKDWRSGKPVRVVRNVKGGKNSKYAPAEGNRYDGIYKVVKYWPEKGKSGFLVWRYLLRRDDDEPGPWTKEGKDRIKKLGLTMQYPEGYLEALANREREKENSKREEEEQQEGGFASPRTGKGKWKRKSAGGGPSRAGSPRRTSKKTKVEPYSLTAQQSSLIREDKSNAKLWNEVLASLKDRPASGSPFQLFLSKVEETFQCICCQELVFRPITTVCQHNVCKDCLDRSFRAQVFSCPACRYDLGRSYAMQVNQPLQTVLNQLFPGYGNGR
KLK7 zymogen act – proKLK7 (human) activation, primary screen. activation, % at 7 µM. purified proKLK7, EDANS-DABCYL substrate fluorescence; 100% is mature enzyme control, 0% vehicle. 0.9% of 370,000 active;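 active = activation above the mean of all tested compounds plus 3 SD, computed per campaign excluding outliers beyond control limits, cut at about 13% in these data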
Target sequence (P49862 whole entry, looked up): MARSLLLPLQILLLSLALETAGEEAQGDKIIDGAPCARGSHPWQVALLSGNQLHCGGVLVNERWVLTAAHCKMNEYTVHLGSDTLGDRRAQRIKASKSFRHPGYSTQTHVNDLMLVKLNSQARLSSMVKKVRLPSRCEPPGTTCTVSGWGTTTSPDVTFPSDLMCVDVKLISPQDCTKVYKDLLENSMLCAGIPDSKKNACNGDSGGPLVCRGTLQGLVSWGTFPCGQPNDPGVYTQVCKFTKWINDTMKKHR
HGIII-sPLA2 inh – Inhibits HGIII-sPLA2 liposome hydrolysis, primary screen | Q9NZ20 | inhibition, % at 12.2 µM | 0.56% of 370,000 active | QFRET BODIPY PC-A2 liposome hydrolysis, fluorescence | AID 743126;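 active = inhibition above mean plus 3 SD of compounds lying within the high and low control bounds, cut at about 19% in these data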;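 also: 0% = median of test compound wells and 100% = no enzyme DMSO wells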
PLCb3 inh – inhibitors of human phospholipase C beta3; Purified PLC-beta3, fluorogenic substrate, fluorescence; inhibition, % at 12.2 µM; 0.18% of 370,000 active; AID 720704; in the data active = inhibition above about 11%;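 also: 0% = median of compound wells on plate and 100% = full blocker control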
PLC-gamma1 inh – blocks human PLC-gamma1 enzyme activity; 0.84% of 370,000 active; inhibition, % at 12.2 µM; AID 720700; purified PLC-gamma1, fluorogenic substrate, fluorescence; in the data active = inhibition above about 9.5%
Starred values were filed as active, the others as inactive; i = inactive. The order is random; about 4.5% have a hit in one of these screens.

SMILES	DDE Tn7 FP inh	ARFGAP1 inh	ASAP1 GAP inh	NR1D1 modulator	Tn6 DDE FP	UHRF1 MBD2 ctr	KLK7 zymogen act	HGIII-sPLA2 inh	PLCb3 inh	PLC-gamma1 inh
CCN(C(=O)CSc1nnc(-c2ccccc2Cl)n1C1CCCC1)C1CCS(=O)(=O)C1 (stereo not given)	2	3	0	1	-3	1	-0.3	1	0	-5
Cc1ccc(C(c2nnnn2CC2CCCO2)N2CCN(c3cccc(C)c3C)CC2)cc1 (stereo not given)	-6	-17	4	-2	-9	4	-0.1	-6	4	1
Cc1noc(C)c1S(=O)(=O)N(C)C[C@H]1Oc2c(NC(=O)NC3CCCCC3)cccc2C(=O)N([C@H](C)CO)C[C@@H]1C	-1	11	12	0	8	2	0.3	-3	6	4
c1ccc(C(Cc2nc(-c3cccnc3)no2)c2ccccc2)cc1	-11	15	-3	3	-5	2	-0.3	3	-1	0
NC(=O)c1ccc(NC(=O)C2CCCC2)cc1	5	9	-11	3	2	6	-0.5	4	-7	4
CC(CNC(=O)CCS(=O)(=O)c1ccc2c(c1)oc(=O)n2C)c1ccccc1 (stereo not given)	1	1	0	1	5	-1	0.1	0	-7	1
CCOC(=O)C1=C(C)NC(C)=C(C(=O)OCC)C1c1ccco1	1	12	-10	-8	2	-3	-0.3	1	-20	-14
NC(=O)COC(=O)c1cccc(S(=O)(=O)N2CCCc3ccccc32)c1	2	8	-3	0	3	0	0.0	-3	-4	0
COc1ccc(/C=C/C(=O)O)cc1S(=O)(=O)N1CCCC1	-2	-9	6	-3	9	5	-0.8	13	-1	0
CC(C)C[C@H]1CN(CCCC[C@H]2CNC(=O)C(=O)N2CC2CCCCC2)C(=O)C(=O)N1CCC1CCCCC1	0	-1	-5	-3	-3	-1	0.0	6	-2	-1
CC1CN(C(=O)CCNS(=O)(=O)c2ccc(Br)cc2)CC(C)O1 (stereo not given)	2	-1	7	-1	0	0	0.4	3	-31	3
CCOc1ccc([N+](=O)[O-])c(N)c1	5	11	0	2	-3	-5	0.6	1	1	1
COc1cc(C(=S)N2CCCCC2)ccc1OCC(=O)N1CCCC1	8	-1	-21	-5	-2	-3	0.2	-2	1	2
Cc1ccc(NC(=O)CSCC(=O)Nc2ccccc2N2CCCC2)cc1	7	1	7	-1	3	4	-0.4	6	-2	0
C/C(=N\O)C(=O)NCC1CCNCC1	2	-6	-23	2	-7	-2	0.8	0	2	2
CC1(C)CC(=O)C(N=Nc2ccc(Cl)cc2)=C(O)C1	7	1	5	3	-6	-2	-0.1	14	2	2
O=C(NC(=S)Nc1c(F)cc(F)cc1Br)c1ccc2c(c1)OCCO2	4	0	12	-4	1	2	-0.3	10	9	13*
Cc1cccc(NC(=O)COC(=O)CCCC2=NS(=O)(=O)c3ccccc3N2)c1	2	-7	4	-1	-7	2	-0.4	-4	-6	2
CCOc1cccc2cc(C(=O)N3CCN(C/C=C/c4ccccc4)CC3)c(=O)oc12	1	-7	8	-4	-1	0	-0.3	-9	-56	-39
O=C(NCc1ccc2c(c1)OCO2)C1CCN(S(=O)(=O)c2cccs2)CC1	4	-3	19	0	7	3	0.0	1	-2	0
COc1cc(C(=O)OCC(=O)Nc2c(F)c(F)c(F)c(F)c2F)cc(OC)c1OC	5	-6	10	-7	3	1	-0.5	-4	2	4
Cc1c(NC(=O)c2cc(-c3ccco3)on2)c(=O)n(-c2ccccc2)n1C	-3	5	-12	-4	6	-1	0.9	5	-1	1
CC(C)N(C(=O)Cn1cc(S(=O)(=O)CC(=O)Nc2ccccc2)c2ccccc21)C(C)C	0	2	7	4	0	2	-0.8	-22	-9	-1
CC(C)CC(=O)NC(=S)Nc1cc(C(=O)O)ccc1Cl	-1	-9	-9	2	3	0	-0.4	9	5	0
O=C(NC(=S)Nc1ccccc1N1CCOCC1)c1cccc([N+](=O)[O-])c1	-1	-1	-7	-5	-3	2	-0.3	18	-3	4

15 entries from above, reformatted.
molecule,DDE Tn7 FP inh,ARFGAP1 inh,ASAP1 GAP inh,NR1D1 modulator,Tn6 DDE FP,UHRF1 MBD2 ctr,KLK7 zymogen act,HGIII-sPLA2 inh,PLCb3 inh,PLC-gamma1 inh
CC1CN(C(=O)CCNS(=O)(=O)c2ccc(Br)cc2)CC(C)O1 (stereo not given),2,-1,7,-1,0,0,0.4,3,-31,3
CCOc1ccc([N+](=O)[O-])c(N)c1,5,11,0,2,-3,-5,0.6,1,1,1
COc1cc(C(=S)N2CCCCC2)ccc1OCC(=O)N1CCCC1,8,-1,-21,-5,-2,-3,0.2,-2,1,2
Cc1ccc(NC(=O)CSCC(=O)Nc2ccccc2N2CCCC2)cc1,7,1,7,-1,3,4,-0.4,6,-2,0
C/C(=N\O)C(=O)NCC1CCNCC1,2,-6,-23,2,-7,-2,0.8,0,2,2
CC1(C)CC(=O)C(N=Nc2ccc(Cl)cc2)=C(O)C1,7,1,5,3,-6,-2,-0.1,14,2,2
O=C(NC(=S)Nc1c(F)cc(F)cc1Br)c1ccc2c(c1)OCCO2,4,0,12,-4,1,2,-0.3,10,9,13*
Cc1cccc(NC(=O)COC(=O)CCCC2=NS(=O)(=O)c3ccccc3N2)c1,2,-7,4,-1,-7,2,-0.4,-4,-6,2
CCOc1cccc2cc(C(=O)N3CCN(C/C=C/c4ccccc4)CC3)c(=O)oc12,1,-7,8,-4,-1,0,-0.3,-9,-56,-39
O=C(NCc1ccc2c(c1)OCO2)C1CCN(S(=O)(=O)c2cccs2)CC1,4,-3,19,0,7,3,0.0,1,-2,0
COc1cc(C(=O)OCC(=O)Nc2c(F)c(F)c(F)c(F)c2F)cc(OC)c1OC,5,-6,10,-7,3,1,-0.5,-4,2,4
Cc1c(NC(=O)c2cc(-c3ccco3)on2)c(=O)n(-c2ccccc2)n1C,-3,5,-12,-4,6,-1,0.9,5,-1,1
CC(C)N(C(=O)Cn1cc(S(=O)(=O)CC(=O)Nc2ccccc2)c2ccccc21)C(C)C,0,2,7,4,0,2,-0.8,-22,-9,-1
CC(C)CC(=O)NC(=S)Nc1cc(C(=O)O)ccc1Cl,-1,-9,-9,2,3,0,-0.4,9,5,0
O=C(NC(=S)Nc1ccccc1N1CCOCC1)c1cccc([N+](=O)[O-])c1,-1,-1,-7,-5,-3,2,-0.3,18,-3,4

The list continues.
SMILES	DDE Tn7 FP inh	ARFGAP1 inh	ASAP1 GAP inh	NR1D1 modulator	Tn6 DDE FP	UHRF1 MBD2 ctr	KLK7 zymogen act	HGIII-sPLA2 inh	PLCb3 inh	PLC-gamma1 inh
COc1ccc(S(=O)(=O)NC2(C(F)(F)F)N=C(c3ccccc3)NC2=O)cc1 (stereo not given)	7	-2	-3	-1	-4	-2	0.7	-2	-2	1
C=Cn1cc[n+](CC(=O)c2ccc(OC)cc2)c1	0	9	3	3	3	2	0.5	-1	-7	0
CCOc1ccc(S(=O)(=O)Nc2nc3ccccc3nc2Nc2ccc(N3CCOCC3)cc2)cc1	0	-1	6	-2	0	0	-5.1	-19	-248	-210
O=C(N/N=C\c1ccc(-c2ccc([N+](=O)[O-])cc2)o1)c1ccc2c(c1)OCO2	2	-5	9	0	1	2	0.0	0	-10	-21
Cc1ccc(Nc2ncnc(N)n2)cc1C	-4	-2	-4	-4	7	-3	0.3	4	6	10*
CC(C)(C)c1ccc(C(=O)NNC(=S)NC(=O)c2cccnc2)cc1	-1	-6	9	0	3	2	0.8	11	-1	-2
CCOC(=O)C1CCN(C(=O)C(C)Oc2ccc(Br)cc2)CC1 (stereo not given)	-3	5	1	0	-2	0	-0.2	4	1	4
COc1ccc(NC(=O)C(NC(=O)OC(C)(C)C)C(C)OCc2ccccc2)cc1 (stereo not given)	2	-2	-1	-7	1	0	0.0	-2	2	5
CCOC(=O)c1c(NC(=O)C2CCCO2)sc2c1CCC2 (stereo not given)	-5	-2	12	0	-2	-4	0.6	-3	-5	-3
Nc1ccc(-n2nncc2-c2ccco2)cc1	3	-9	-7	-2	10	-3	-0.4	2	1	0
Cc1ccc(SCCN2CCN(CCc3ccccc3)CCC2=O)cc1	-3	14	7	6	3	-1	0.8	-5	-3	-3
CCC1(C)COC(C)(CC(=O)NNC(=O)Nc2ccccc2)OC1 (stereo not given)	0	-3	1	0	-3	0	-0.5	3	-4	2
Cc1ccc(S(=O)(=O)n2cc(CO)c3ccccc32)cc1	4	5	-6	2	7	-4	0.1	-10	-8	2
COC(=O)c1c(C)cc(C)n2c1nc1ccccc12	1	11	5	-4	-9	2	10	22*	i	i
CS(=O)(=O)N(CC(=O)N1CCCC1)Cc1ccc(F)cc1	0	-2	-1	7	-2	-2	-0.2	3	-1	1
O/N=C1\CCSc2ccc(F)cc21	-3	-6	-5	-3	-7	-1	-0.3	-5	-7	0
O=C(COC(=O)/C=C/c1c(F)cccc1Cl)NCC1CCCO1 (stereo not given)	6	3	7	-6	-1	-3	-0.1	6	-4	-2
C/C(=N\N=C(/N)c1nonc1N)c1ccc2c(c1)OCO2	-3	13	0	3	0	-3	-0.3	5	-4	-2
COc1ccc(NC(=O)CN2CCCN(S(=O)(=O)c3ccc(F)cc3)CC2)cc1	0	-11	1	3	0	-4	0.1	-6	2	-1
COc1ccc(/C=C/C(=O)NC(=S)NCCc2ccc(OC)c(OC)c2)cc1	-1	4	6	5	7	1	-0.4	-13	4	8
COc1ccc(/C=N/n2cnc3c([nH]c4ccc(C)cc43)c2=O)cc1CN1CCCC1	-9	-2	10	3	3	-2	-0.2	-2	-8	-5
N/C(CCN1CCOCC1)=N/O	-3	7	-8	0	11	4	-0.3	1	1	0
Cc1cc(Br)ccc1NC(=O)c1ccc(-n2cncn2)c([N+](=O)[O-])c1	5	2	-8	-1	4	-1	0.3	-5	-2	-2
CCN(CC(=O)NC(C)C)C(=O)c1ccc(S(=O)(=O)N(C)c2ccccc2OC)cc1	-6	4	13	-1	0	-2	0.5	2	2	3
CC1=C(C(=O)Nc2ccc([N+](=O)[O-])cc2)C(c2cccc(C(F)(F)F)c2)NC(=S)N1c1ccccc1 (stereo not given)	-3	22	10	-1	0	-2	-0.7	-9	5	8
Cc1cccn2c(=O)nc(SCC(=O)NCc3ccc(F)cc3)nc12	6	-1	-7	3	0	4	-0.1	7	-17	-3
COc1ccc(NC(=O)c2oc3ccccc3c2NC(=O)c2ccco2)cc1	9	7	19	4	12	2	-0.2	3	-10	-6
CSc1ccc(CN2CCC(CO)(Cc3ccc(Cl)cc3)CC2)cc1	1	-1	17	-10	-2	-1	0.2	-19	-5	5
CC(C)(C)S(=O)(=O)c1cnc(-c2cnccn2)nc1N	-3	-9	5	-6	7	2	0.7	5	-3	0

Reformatted in CSV form: entries from further up
structure,DDE Tn7 FP inh,ARFGAP1 inh,ASAP1 GAP inh,NR1D1 modulator,Tn6 DDE FP,UHRF1 MBD2 ctr,KLK7 zymogen act,HGIII-sPLA2 inh,PLCb3 inh,PLC-gamma1 inh
Cc1cccn2c(=O)nc(SCC(=O)NCc3ccc(F)cc3)nc12,6,-1,-7,3,0,4,-0.1,7,-17,-3
C/C(=N\N=C(/N)c1nonc1N)c1ccc2c(c1)OCO2,-3,13,0,3,0,-3,-0.3,5,-4,-2
